# hcDAF12 agonist – activators of H. contortus DAF-12 nuclear receptor. actives 1.4% (n = 370,000). HEK293 hcDAF-12 lit1-tk-luc reporter, luminescence; 0% DMSO, 100% Δ7-dafachronic acid. activation, % at 6.8 µM. AID 652067;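 active means activation above the mean of all tested compounds plus 3 SD, cut at about 5.5% in these data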;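 further: 100% = response to 3 µM Δ7-dafachronic acid high control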
# ssDAF-12 act – S. stercoralis DAF-12 activation, primary screen; activation, % at 6.8 µM; HEK293 ssDAF-12/GRIP1 lit1-tk-luc reporter, luminescence; % of 3 µM dafachronic acid response; actives 1% (n = 370,000);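 active means activation above the mean over all tested compounds plus 3 SD, cut at about 0.9% in these data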;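 further: 0% = DMSO-only wells and 100% = 3 µM delta7-dafachronic acid wells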
# DAX1 inh-1 – inhibits human nuclear receptor DAX1 | HEK293 Gal4-DAX1 luciferase reporter, luminescence | inhibition, % at 6.75 µM | actives 0.99% (n = 340,000) | AID 504766;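 active means inhibition above the mean over all tested compounds plus 3 SD, cut at about 4.2% in these data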;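 further: 0% = DAX1-transfected cells with DMSO and 100% = empty-vector control cells with DMSO; inhibition shows as a rise in luminescence from relieved DAX1 repression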
# NR1D1 modulator – modulators of human Rev-erb alpha DNA binding. P20393. Rev-erbα–FITC-DNA binding, fluorescence polarization, 90 min. activity, % at 10 µM. actives 0.79% (n = 370,000). AID 1259318;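 active means activity above about 14%, limit read from the data; passing the limit was not always enough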;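 further: 0% = DMSO wells with 35 nM protein and 100% = DMSO wells with 750 nM protein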
# PLCg1 inh – inhibitors of human phospholipase C gamma1; P19174; inhibition, % at 12.2 µM; actives 0.84% (n = 370,000); purified PLC-gamma1, fluorogenic substrate, fluorescence; in the data active means inhibition above about 9.5%
# hgDAF12 agonist – activates the H. glycines DAF-12 receptor ligand-binding domain; activation, % at 6.8 µM; actives 1.8% (n = 370,000); HEK293 GAL4-hgDAF12 UAS-luciferase reporter, agonist luminescence; normalized to butyrate control;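 active means activation above a cutoff set at the mean of all screened compounds plus 3 SD, cut at about 10% in these data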;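 further: 0% = DMSO wells and 100% = sodium butyrate wells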
# PLC-beta3 inh – PLC-beta3 (human) inhibition, primary screen; Purified PLC-beta3, fluorogenic substrate, fluorescence; inhibition, % at 12.2 µM; actives 0.18% (n = 370,000); AID 720704; in the data active means inhibition above about 11%;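 further: 0% = median of compound wells on plate and 100% = full blocker control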
# Target sequence (Q01970 whole entry, looked up): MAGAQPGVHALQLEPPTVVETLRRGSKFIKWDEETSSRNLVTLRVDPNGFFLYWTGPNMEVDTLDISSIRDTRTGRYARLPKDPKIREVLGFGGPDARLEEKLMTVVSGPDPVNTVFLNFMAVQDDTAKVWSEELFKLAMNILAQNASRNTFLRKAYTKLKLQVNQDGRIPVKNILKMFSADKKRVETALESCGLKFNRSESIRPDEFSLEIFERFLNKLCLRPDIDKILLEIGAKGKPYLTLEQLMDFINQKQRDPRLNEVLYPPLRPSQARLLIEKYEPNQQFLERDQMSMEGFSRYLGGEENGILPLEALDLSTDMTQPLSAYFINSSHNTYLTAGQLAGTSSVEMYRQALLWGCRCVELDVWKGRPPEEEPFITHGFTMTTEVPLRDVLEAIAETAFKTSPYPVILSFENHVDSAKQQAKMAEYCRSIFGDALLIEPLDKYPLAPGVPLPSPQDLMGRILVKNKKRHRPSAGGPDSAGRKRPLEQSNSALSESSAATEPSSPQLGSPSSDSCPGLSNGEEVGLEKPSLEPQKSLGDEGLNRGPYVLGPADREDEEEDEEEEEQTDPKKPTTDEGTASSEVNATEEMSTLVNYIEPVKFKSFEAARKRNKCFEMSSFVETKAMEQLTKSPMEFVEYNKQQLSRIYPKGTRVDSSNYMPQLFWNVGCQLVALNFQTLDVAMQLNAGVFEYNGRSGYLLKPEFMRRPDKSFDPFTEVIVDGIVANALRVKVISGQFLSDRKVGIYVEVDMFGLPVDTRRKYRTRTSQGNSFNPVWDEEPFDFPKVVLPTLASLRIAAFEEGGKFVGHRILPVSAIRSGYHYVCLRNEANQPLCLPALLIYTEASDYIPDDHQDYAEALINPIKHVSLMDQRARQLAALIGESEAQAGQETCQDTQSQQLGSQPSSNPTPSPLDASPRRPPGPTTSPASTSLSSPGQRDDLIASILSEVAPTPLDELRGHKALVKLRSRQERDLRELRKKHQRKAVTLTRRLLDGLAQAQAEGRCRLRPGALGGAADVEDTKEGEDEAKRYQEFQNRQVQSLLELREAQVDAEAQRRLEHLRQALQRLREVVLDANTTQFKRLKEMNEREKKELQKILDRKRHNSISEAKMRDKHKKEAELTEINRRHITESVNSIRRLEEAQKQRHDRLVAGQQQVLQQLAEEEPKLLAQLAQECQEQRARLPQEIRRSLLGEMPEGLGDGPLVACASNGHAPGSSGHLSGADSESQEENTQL
# SMARCA2 activ – SMARCA2 function activation, primary screen; actives 1% (n = 370,000); activation, % at 9.1 µM; MG213 cells, MMTV-luciferase reporter, dexamethasone, overnight; AID 652017; in the data active means activation above about 7.8%;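 further: 0% = vehicle wells and 100% = reference activator wells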
# ADAM17 inh – ADAM17 inhibition, QFRET primary screen. P78536. recombinant ADAM17, EDANS/DABCYL FRET peptide cleavage. inhibition, % at 6.95 µM. actives 0.83% (n = 370,000). AID 720648;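 active means inhibition above the mean of compounds lying between control limits plus 3 SD, set per campaign, cut at about 8.5% in these data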;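 further: 0% = DMSO-only wells as the low control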
# DAX1 inh-2 – inhibitors of DAX1 repression of SF-1 activated StAR promoter; HEK293T StAR-luciferase reporter, SF-1/DAX-1 repression relief; inhibition, % at 6.8 µM; actives 1.1% (n = 370,000); AID 652010;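 active means inhibition above the mean over all tested compounds plus 3 SD, cut at about 3.6% in these data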;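 further: 0% = DAX-1 cells with DMSO and 100% = cells lacking DAX-1 with DMSO; higher inhibition means more luminescence from relief of DAX-1 repression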
# MBD2 inh – inhibitors of human MBD2 binding to methylated oligonucleotide; inhibition, % at 4.4 µM; Q9UBB5; TR-FRET; actives 0.31% (n = 370,000); in the data active means inhibition above about 13%
# An asterisk follows results filed as active; · = not tested or not shown; & = joins results of further samples.
Molecule,hcDAF12 agonist,ssDAF-12 act,DAX1 inh-1,NR1D1 modulator,PLCg1 inh,hgDAF12 agonist,PLC-beta3 inh,SMARCA2 activ,ADAM17 inh,DAX1 inh-2,MBD2 inh
C/C(=N\NS(=O)(=O)c1ccc(C)c([N+](=O)[O-])c1)c1cc2ccccc2o1,1.0,-1.5,0.1,-5.5,-3.1,2.6,-1.1,0.1,-3.4,0.7,2.3
O=C(Cc1ccc(Cl)c(Cl)c1)Nc1ccc(SC(F)F)cc1,-1.0,-1.1,0.4,-2.3,-1.9,1.4,-0.9,1.2,8.8*,-0.3,1.1
C[C@H](CO)N1C[C@H](C)[C@@H](CN(C)Cc2ccc(Cl)c(Cl)c2)OCCCC[C@H](C)Oc2ccc(NC(=O)CCC(F)(F)F)cc2C1=O,-0.4,-1.1,1.4,1.0,0.3,2.0,5.1,-4.7,6.5,-0.6,2.2
OCCN1CCN(C(=S)Nc2cccc(C(F)(F)F)c2)CC1,-1.2&-0.8,-1.1&-1.7,0.0&1.7,2.2&5.7,3.9&4.2,1.2&1.0,-2.9&-3.5,-5.4&-1.1,-3.1&-1.7,-1.0&0.5,3.1&2.3
O=C(Cn1cccc1C(=O)c1ccccc1)NCCC1=CCCCC1,-0.6,-1.2,-1.0,0.5,-1.9,-2.0,3.7,0.5,4.2,-0.3,3.3
COC(=O)[C@H]1C[C@@]2(c3ccccc3)c3ccccc3N[C@H]2N1,5.4,-0.4,·,0.2,-3.3,0.8,-0.8,-3.4,-0.2,-0.2,-3.5
CC(Oc1cccc(Cl)c1)C(=O)Nc1cc(Cl)ccc1N1CCOCC1 (stereo not drawn),4.1,-0.5,2.0,7.4,-2.0,0.3,-4.4,2.4,2.1,-0.6,-5.5
CCC1(c2ccc(F)cc2)NC(=O)N(CC(=O)Nc2ccccc2C)C1=O (stereo not drawn),-1.7,-1.2,-0.5,-0.2,6.7,3.7,-1.1,5.2,2.6,0.0,4.1
Cc1ccc(OCC(=O)Nc2ccc(S(=O)(=O)Nc3onc(C)c3C)cc2)cc1,-0.1,-0.8,0.7,-13.3,2.8,-1.8,3.5,-1.9,-1.7,0.1,1.0
Cc1ccc(OCCCC(=O)Nc2ccc(S(=O)(=O)Nc3cc(C)nc(C)n3)cc2)cc1,-0.4,-1.8,0.3,1.0,-1.2,-1.0,-2.3,-4.9,-1.1,0.2,2.5
COc1ccc(-c2ccc3nnc(SCC(=O)Nc4ccc(NC(C)=O)cc4)n3n2)cc1,0.5,-0.2,0.9,-7.0,-3.4,0.7,0.9,-0.7,-0.5,-3.8,-3.0
Clc1ccc2c(c1)nc1n2CCCC1,-1.1,-1.3,-0.3,0.8,2.4,2.3,-4.3,1.4,0.9,0.4,-6.4
O=S(=O)(Nc1ccccc1O)c1ccc(-c2ccccc2)cc1,1.5,-0.1,-0.7,-2.1,1.4,-2.4,5.6,-2.4,7.1,-0.4,4.6
CC1(C)C(=O)Nc2ccccc2N1C(=O)COC(=O)CSc1ccc(Cl)cc1,-1.0,-1.2,-0.3,2.4,-2.5,0.2,-5.1,-1.6,0.1,-0.2,2.8
O=C(Nc1nncs1)C1CC(=O)N(CCc2ccc(F)cc2)C1 (stereo not drawn),-0.8,-1.1,1.6,-3.4,-0.8,-1.0,-5.5,-2.8,-0.9,0.2,2.4
CC1CCCC(NC(=O)C2c3ccccc3C(=O)N2Cc2cccs2)C1C (stereo not drawn),-0.8,-1.8,-0.2,7.3,1.6,2.0,3.1,-2.5,-1.6,-1.1,-0.6
CCCCOC(=O)/C=C/c1ccc(OC(=O)OC)c(OC(=O)OC)c1,-2.4,-0.7,-1.2,11.1,-93.8,1.5,-112.5,1.6,-2.9,0.8,2.1
Cc1ccc(-c2c3c(=O)n(C)c(=O)n(C)c3cn2N2CCOCC2)cc1,-1.0,-0.9,-0.2,-1.4,-18.2,0.4,-21.4,-0.2,-2.5,0.4,-0.2
Cc1ccc(C(N)=O)cc1S(=O)(=O)Nc1cccc(C)c1C,-1.5,-1.4,-0.6,-1.2,5.5,-1.8,3.5,-1.7,-5.4,-0.2,7.6
COc1ccc(-n2c(CN3CCN(Cc4ccccc4)CC3)nc3ccc([N+](=O)[O-])cc3c2=O)c(OC)c1,4.4,-1.4,-0.3,1.9,4.8,1.4,-12.9,4.1,0.2,0.2,3.8
Cc1c(Cl)cccc1NC(=O)CNC(=O)c1ccc(F)cc1,-0.4,-0.9,0.8,5.4,1.6,-3.5,0.2,-2.9,-3.4,0.1,0.9
Cc1ccc(S(=O)(=O)N2[C@@H](c3ccc(Br)cc3)C(C(=O)O)=CC[C@H]2c2ccc(Cl)cc2)cc1,1.5,-1.8,-0.3,5.1,1.4,-0.1,-1.2,-3.8,-0.7,-1.9,2.2
C#CCSc1nc(=O)c2cccnc2n1-c1ccc(C)cc1,-1.0,-2.0,4.5*,2.3,2.8,-2.9,-7.7,-0.6,-3.9,-0.5,5.6
COc1ccc(NC(=O)C2(C)Cc3c(-c4cccc(NC(C)=O)c4)ccnc3O2)cn1 (stereo not drawn),0.8,-0.9,·,3.1,1.5,-3.9,-0.4,-1.1,-1.7,-0.7,0.8

# A draw from above in order of formula weight, smallest number first.
Molecule,hcDAF12 agonist,ssDAF-12 act,DAX1 inh-1,NR1D1 modulator,PLCg1 inh,hgDAF12 agonist,PLC-beta3 inh,SMARCA2 activ,ADAM17 inh,DAX1 inh-2,MBD2 inh
C#CCSc1nc(=O)c2cccnc2n1-c1ccc(C)cc1,-1.0,-2.0,4.5*,2.3,2.8,-2.9,-7.7,-0.6,-3.9,-0.5,5.6
Cc1ccc(C(N)=O)cc1S(=O)(=O)Nc1cccc(C)c1C,-1.5,-1.4,-0.6,-1.2,5.5,-1.8,3.5,-1.7,-5.4,-0.2,7.6
Cc1c(Cl)cccc1NC(=O)CNC(=O)c1ccc(F)cc1,-0.4,-0.9,0.8,5.4,1.6,-3.5,0.2,-2.9,-3.4,0.1,0.9

# Further entries:
Molecule,hcDAF12 agonist,ssDAF-12 act,DAX1 inh-1,NR1D1 modulator,PLCg1 inh,hgDAF12 agonist,PLC-beta3 inh,SMARCA2 activ,ADAM17 inh,DAX1 inh-2,MBD2 inh
CCOc1ccc(-c2nnc(SCC(=O)O)n2Cc2ccccc2)cc1,-1.1,-1.0,0.2,3.2,2.9,1.4,-3.8,-1.1,1.8,0.6,1.3
CCCNC(=O)CCn1cc(-c2ccc(OC)cc2)nc1-c1ccncc1,-1.2,-1.0,0.5,-3.5,-4.7,1.8,-3.6,0.7,-0.6,1.0,-8.0
Cc1cccc(C)c1NC(=O)CNc1ccccc1,0.8,-1.6,0.2,0.6,5.2,3.8,3.7,-0.2,11.0*,0.6,-2.2
CCN(CC(=O)Nc1ccc(OC)cc1)C(=O)Cc1ccsc1,-0.6,-0.8,0.3,-2.6,2.1,-0.5,-1.4,-0.8,2.1,-0.5,0.7
O=C(NNC(=O)C12CC3CC(CC(C3)C1)C2)c1csc(N2CCOCC2)n1,-0.9,-1.2,-0.9,-4.0,-6.6,-1.2,-11.4,-1.9,-0.3,-1.0,-4.7
COc1cc(Cl)ccc1OCc1cc(C(=O)N(C)CCc2cnn(C)c2)no1,6.1*,0.3,1.3,0.3,-0.9,11.7*,-3.6,0.9,1.0,2.8,-4.9
O=S(=O)(c1ccc(F)cc1)N1CCN(S(=O)(=O)c2cccs2)CC1,-0.4,-1.2,0.1,3.4,2.6,1.0,-3.6,-0.6,-2.6,0.0,-2.3
COC(=O)[C@@]12CCCCC3=C1N(CCC3)C(=O)[C@H]2CC(=O)NCc1cccc(C(F)(F)F)c1,-2.1,-1.0,·,-1.7,1.6,2.9,3.0,-1.0,-0.2,-1.9,-0.5
O=C(O)CSCC(=O)N1CCc2c([nH]c3ccccc23)C1C(F)(F)F (stereo not drawn),-0.7,-2.0,0.7,-4.7,-0.6,1.6,-3.8,-1.0,-2.0,0.5,-1.2
CCN(C(=O)COC(=O)c1cc(C)n(-c2ccc(F)cc2)c1C)C1CCS(=O)(=O)C1 (stereo not drawn),-2.7,-1.3,-0.6,2.5,0.4,-1.0,0.2,1.9,-5.1,-0.7,-0.6
O=C(Nc1ccc(S(=O)(=O)Nc2ccccc2)cc1)c1ccc(CN2CCOCC2)cc1,-3.9,-2.4,-6.2,0.2,2.6,-9.7,-7.9,-6.4,-2.9,-4.0,0.0
O=C(N1CCC(n2nc(-c3ccccc3)oc2=O)CC1)C1(c2ccccc2)CCCC1,0.2,0.3,·,-2.4,-1.1,-2.0,2.7,·,-2.4,·,1.3
Cc1cc(C)c(S(=O)(=O)N2CCN(C(=O)c3cc(=O)[nH]c4ccccc34)CC2)c(C)c1,0.2,-0.1,-1.7,10.4,-25.7,-2.0,-25.9,-0.4,-17.5,-1.4,-1.5
O=C(c1ccco1)N1CCN(c2ncnc3scc(-c4ccccc4)c23)CC1,-2.2,-1.6,-2.0,0.0,-1.1,-2.7,-0.6,-2.1,-3.2,-0.4,-1.0
CCCCN(C=O)c1c(CC)nc2ccc(C(=O)N3CCCCC3)cn12,1.4,-1.1,·,-3.1,-10.2,0.6,-6.1,-1.4,-2.0,0.1,-2.2
CCC(C(=O)NCCC(C)C)N(Cc1ccccc1Cl)C(=O)c1snc(C(N)=O)c1N (stereo not drawn),0.1,-1.1,2.1,1.5,-99.0,-0.7,-122.9,-3.1,-61.5,-0.6,-0.8
CC1CCC(NC(=O)CCS(=O)(=O)c2ccc3c(c2)NC(=O)C(C)S3)CC1 (stereo not drawn),-1.3,-1.5,-0.4,-1.2,1.5,-1.6,-6.3,-4.3,-1.8,-0.5,0.0
C/C(=N/NC(=O)c1ccc(C)s1)c1cccc(NC(=O)c2ccoc2C)c1,-0.7,-1.2,0.1,5.2,0.9,3.7,-5.9,4.4,1.5,0.6,-2.7
O=C(CSCc1ccc(F)cc1)NCc1ccco1,-1.9,-1.3,1.1,2.0,1.7,0.7,-1.4,-4.3,1.1,1.0,-1.1
O=C1OCCC1Sc1nc(-c2ccccc2)cs1 (stereo not drawn),-1.4,-1.4,-0.7,-0.7,1.9,-1.4,2.2,0.7,-0.2,-0.2,-2.4
O=S(=O)(c1ccc(OCC(O)CN2CCCCC2)cc1)N1CCOCC1 (stereo not drawn),-0.9,-0.3,1.0,·,0.5,2.1,-1.2,1.5,-2.2,0.0,2.7
N#Cc1c(Nc2ccccc2)sc(C(=O)c2ccc(F)cc2)c1N,-2.0,-1.0,-1.0,1.5,-12.2,-1.1,-13.5,0.2,8.3,-1.0,0.5
CC(C)Nc1nc(SC(C)C(=O)Nc2ccccc2)nc(N(C)C)n1 (stereo not drawn),-1.9,-1.4,-1.2,3.4,0.4,-0.4,-6.3,-1.4,4.5,-0.3,-3.4
O=C(Cc1cccc2ccccc12)Nc1cc(C(=O)O)cc(C(=O)O)c1,-1.2,-1.0,0.3,0.0,1.3,-0.2,-1.7,-2.3,-7.4,-0.5,-4.7
COc1ccc(N2CCN(S(=O)(=O)CCNC(=O)/C=C/c3ccccc3)CC2)cc1,-1.5,-1.7,-1.1,1.2,-0.4,0.5,-4.0,-4.1,-7.2,-0.6,-5.5
C[C@@H]1CN([C@@H](C)CO)C(=O)c2cc(NS(C)(=O)=O)ccc2O[C@@H]1CN(C)S(=O)(=O)c1ccccc1,4.4,0.2,1.8,2.1,2.9,-2.2,-3.9,-7.1,-4.3,1.6,1.8

# Screens deposited in PubChem by several laboratories.
